From PubChem
Mtb RmlCD inh – M. tuberculosis RmlC/RmlD coupled enzyme inhibitors, primary screen, biochemical, compound mixtures, 384-well, from 1536-well plates | dTDP-4-dehydrorhamnose reductase (Mycobacterium tuberculosis (strain ATCC 25618 / H37Rv)) … | RmlC+RmlD coupled enzyme assay, percent inhibition; primary screen in compound mixtures | inhibition, % at 3.6 µM | hit rate 0.03% among 160,000 | AID 1533, 2009; in the data active means inhibition mostly above about 34%, no sharp cut-off; further: some results filed as inactive read as strong as hits
Target sequence (P9WH09 whole entry, looked up): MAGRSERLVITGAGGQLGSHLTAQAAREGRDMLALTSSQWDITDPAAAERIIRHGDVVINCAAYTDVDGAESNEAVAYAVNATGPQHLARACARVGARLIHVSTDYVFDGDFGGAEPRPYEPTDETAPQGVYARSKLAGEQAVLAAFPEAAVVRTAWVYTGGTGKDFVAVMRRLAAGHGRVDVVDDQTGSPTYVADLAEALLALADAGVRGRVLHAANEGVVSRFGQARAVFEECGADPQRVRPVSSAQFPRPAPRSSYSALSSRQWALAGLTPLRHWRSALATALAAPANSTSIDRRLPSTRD
Target sequence (P9WH11 whole entry, looked up): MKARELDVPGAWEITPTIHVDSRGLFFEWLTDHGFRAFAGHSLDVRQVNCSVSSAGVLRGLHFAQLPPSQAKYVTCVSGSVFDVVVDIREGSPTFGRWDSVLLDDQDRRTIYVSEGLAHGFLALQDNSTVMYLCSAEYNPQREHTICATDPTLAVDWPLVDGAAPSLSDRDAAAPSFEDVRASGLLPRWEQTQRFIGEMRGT
M. tuberculosis GlmU – inhibition of mycobacterial GlmU enzyme – biochemical, glucosamine-1-phosphate acetyltransferase (AID 1376); Bifunctional protein GlmU (Mycobacterium tuberculosis (strain ATCC 25618 / H37Rv)); M. tuberculosis GlmU acetyltransferase enzyme assay; higher % means a stronger effect; one-dose inhibition, %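 (tested at 30 µM in the primary screen)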; IC50 in µM for titrated hits; hit rate 0.25% among 220,000; in the data active means inhibition above about 13%;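 further: 0% = complete reaction with vehicle and 100% = reaction without substrate; strong numbers were not always called active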
Numbers without * were called inactive; nt = no result given. These rows are one share of the data, so the mix of outcomes need not match the whole.

Sample of the layout, two compounds:
SMILES	Mtb RmlCD inh	M. tuberculosis GlmU
O=C(COc1cccc2ccccc12)N/N=C/c1ccncc1	nt	-2.0%
CN1C(=O)N(c2ccccc2)C(Nc2nncs2)C1(C)C (stereo not given)	-4	3.6%

The listing (from the top)
SMILES	Mtb RmlCD inh	M. tuberculosis GlmU
O=C(COc1cccc2ccccc12)N/N=C/c1ccncc1	nt	-2.0%
CN1C(=O)N(c2ccccc2)C(Nc2nncs2)C1(C)C (stereo not given)	-4	3.6%
C/C(=N\NC(=O)CSc1nc(C)[nH]c1[N+](=O)[O-])c1ccc(F)cc1	10	1.7%
O=C(Nc1ccccc1-c1nc2ccccc2s1)c1cccnc1Cl	4	-3.6%
O=C(COc1ccc([N+](=O)[O-])cc1)Nc1ccccc1N1CCCC1	4	-0.3%
Cc1ccc(/C=N/n2nnnc2N)o1	7	0.7%
CS(=O)(=O)c1ccc2c(c1)sc1nc(=O)c(/C=C3/C=CC(=O)C(O)=C3)c(N)n12	11	159µM*
Cn1c(=O)c2c(ncn2CC(COCc2ccccc2Cl)OCc2ccccc2Cl)n(C)c1=O (stereo not given)	-5	3.1%
CN(C)CCc1nc2ccccc2c(=O)n1-c1ccccc1	nt	3.3%
COc1ccc(/C=N/Nc2nc(N3CCCC3)nc(N3CCCC3)n2)cc1	-5	-8.7%
O=C(c1ccc(Br)cc1)c1cc(-c2ccccn2)c(N2CCOCC2)s1	-2	-3.9%
O=[N+]([O-])c1ccc(N/N=C/c2ccc(O)c(O)c2O)c(S(=O)(=O)N2CCOCC2)c1	-11	7.6%
O=C(Nc1ccc(Cc2ccncc2)cc1)c1ccc(S(=O)(=O)N2CCCC2)cc1	-10	-0.3%
CCOc1ccc(/C(O)=C2/C(=O)C(=O)N(CC3CCCO3)C2c2cccs2)cc1 (stereo not given)	2	-2.7%
c1ccc(C(c2ccccc2)c2noc(CN3CCC(c4ccncc4)CC3)n2)cc1	nt	-1.8%
COc1ccc(NC(=O)c2ccco2)c(NC(=O)Cc2cccs2)c1	1	6.4%
CCCC12CN3CC(CCC)(CN(C1)C3c1ccccn1)C2=O (stereo not given)	nt	-0.3%
Nc1nnc(SCC(=O)NN2C(=O)NC3(CCCCC3)C2=O)s1	14	-3.1%
CCCCNC(=O)C1CC(=O)N(CCc2ccccc2)C1 (stereo not given)	-15	1.8%
CC(=O)c1sc(NC(=O)CN2C(=O)CCC2=O)nc1C	nt	5.5%
Cn1c(SCC(=O)N2CCN(c3ccccc3)CC2)nnc1-c1ccccc1	-12	6.1%
Cc1cc2c(=O)n(NC(N)=O)c(C)nc2s1	64	-1.9%
CCN(CC)CCSc1nc(O)c(C(C)C)c(=O)[nH]1	-4	1.4%
COc1cc2c3c(c1OC)-c1cc(O)ccc1CC3NCC2 (stereo not given)	15	2.1%
Cc1oc2cc(OCC(=O)O)ccc2c(=O)c1Oc1ccccc1	-10	-2.0%

Further compounds.
SMILES	Mtb RmlCD inh	M. tuberculosis GlmU
O=C(Nc1cnn(C23CC4CC(CC(C4)C2)C3)c1)c1cnn2c(C(F)(F)F)cc(-c3ccco3)nc12	nt	6.5%
Cc1ccccc1C(=O)Nc1ccc2c(C#N)c3nc4ccccc4nc3n2c1	6	5.4%
CNc1ccc(C(=O)c2ccccc2C(=O)O)cc1[N+](=O)[O-]	nt	-6.1%
COc1ccc(NC(=O)C23CCC(C)(C(=O)O2)C3(C)C)cc1 (stereo not given)	-9	-3.4%
CCN(CC)S(=O)(=O)c1ccc(C(=O)OCCN2C(=O)c3cccc4c(N5CCOCC5)ccc(c34)C2=O)cc1	9	-2.8%
Cc1nnc(SCC(=O)N2CCN(S(=O)(=O)c3ccccc3)CC2)n1Cc1ccccc1	-3	2.9%
O=C(C(c1ccccc1)c1ccccc1)N1CCN(Cc2ccncc2)CC1	5	5.1%
Cn1c(NCc2ccco2)nc2c1c(=O)n(Cc1ccc(Br)cc1)c(=O)n2C	nt	-2.0%
CCCCc1nc2ccccc2c(=O)n1NC(=O)c1c(O)c2c(n(CC(C)C)c1=O)CCCC2	nt	1.4%
CCOC(=O)c1cc(C)sc1NC(=O)c1ccc(Cl)s1	17	-3.4%
COCCNC(=O)CSc1nc(-c2ccccc2)cs1	8	-0.6%
CCOC(=O)NC(C(Cl)(Cl)Cl)S(=O)(=O)c1ccccc1 (stereo not given)	9	-3.0%
CSc1cccc(NC(=O)/C=C/c2ccc(Cl)cc2)c1	nt	-0.4%
Cc1cc(C)cc(-n2cccc2/C=C2/C(=N)N3C(=NC2=O)SN=C3S(C)(=O)=O)c1	3	1.7%
COc1cc(/C=N/NC(=O)c2ccoc2C)cc(OC)c1OC	nt	-0.1%
N/C(Cc1ccc(Cl)cc1Cl)=N\OC(=O)c1ccccc1F	12	0.7%
CC(=O)c1c(C)[nH]c(C(=O)OCC(=O)N2CC(=O)Nc3ccccc32)c1C	-5	-7.3%
Cc1ccccc1-c1nnc(NC(=O)c2cc3ccccc3oc2=O)s1	nt	-2.5%
CCn1c(C)nc2cc(C(=O)NNC(=O)Nc3cccc(Cl)c3)ccc21	nt	-0.6%
CC(C)OCCCn1c(SCC(=O)N2CCc3ccccc32)nc2ccccc2c1=O	-10	-2.5%
CN1C(=O)C(O)(C2COC(C)(C)CC2=O)c2ccccc21 (stereo not given)	-10	-0.5%
CCCCn1c(SCC(=O)Nc2ccc3c(c2)OCO3)nc2c1c(=O)n(C)c(=O)n2C	18	3.7%
Cc1cccc(OCC(=O)N2CCN(S(C)(=O)=O)CC2)c1	-8	-7.8%
COc1ccccc1-n1c(C)cc(/C=C2/C(=N)N3C(=NC2=O)SN=C3S(C)(=O)=O)c1C	-13	1.5%
Cc1[nH]nc2c1C1(CCN(C(=O)c3ccccc3)CC1)C(C#N)=C(N)O2	0	3.4%

More entries.
SMILES	Mtb RmlCD inh	M. tuberculosis GlmU
Cc1ccc(C(c2nnnn2C2CCCC2)N2CCc3ccccc32)cc1 (stereo not given)	nt	-5.7%
CCOC(=O)/C(C(N)=NCCCO)=C(/O)c1ccccc1	8	2.6%
CCSCc1nnc(SCC(=O)Nc2cc(F)ccc2C)n1C	8	5.3%
COCCN1C(=O)/C(=C/c2ccc(N3CCCC3)cc2C)SC1=S	nt	-0.9%
CCOC(=O)C1(C(F)(F)F)N=C(N(C)C)OC(N(C)C)=N1	8	-0.7%
COc1cc(C(=O)OCC(=O)NC2CCCC2)cc(NC(=O)c2ccco2)c1OC	-2	-1.2%
CCc1ccccc1NC(=O)CN(C)C(=O)CSc1nnc(Nc2cccc(C)c2C)s1	nt	8.2%
Cc1cnc(NC(=O)CSc2nnc(Cc3ccccc3)n2C)s1	nt	3.2%
CCOc1cc(NC(=S)NCC2CCCO2)c(OCC)cc1NC(=O)c1ccccc1F (stereo not given)	-9	-3.5%
Cc1ccc(-c2noc(-c3cccs3)n2)cc1	100	-2.7%
O=C(O)Cn1cc(/C=C2/NC(=O)N(c3ccc(Cl)cc3)C2=O)c2ccccc21	-3	-0.2%
Cc1cccc(NS(=O)(=O)Cc2ccccc2)n1	nt	-5.4%
CCN1CCN(CCn2c(=S)[nH]c3ccccc3c2=O)CC1	9	0.6%
O=C(CN1N=C(c2ccccc2)CCC1=O)NCCCN1CCc2ccccc2C1	4	0.5%
CCCSc1nc2c(cnn2-c2ccc(C)cc2)c(=O)[nH]1	-8	1.4%
Cc1ccc(S(=O)(=O)Nc2nc3ccccc3nc2NCC2CCCO2)c(C)c1 (stereo not given)	-14	3.9%
CCOC(=O)c1[nH]c2cc3c(cc2c1CCCN1C(=O)c2ccccc2C1=O)OCCO3	6	-4.5%
CCN(C(=O)c1ccc2c(Cl)c3c(nc2c1)CCC3)c1ccc(C)c(C)c1	nt	2.9%
O=C(CC1SC2=NCCN2C1=O)Nc1ccc(Cl)cc1 (stereo not given)	nt	0.5%
O=C1N=C(N2CCc3ccccc3C2)S/C1=C\c1ccc(O)cc1	50	5.4%
CC1=CC(C)(C)N2C(=O)C3(C(C#N)=C(N)OC4=C3C(=O)CC(C)(C)C4)c3c(C)c(C)cc1c32 (stereo not given)	9	-0.1%
CC(=O)Nc1cccc(NC(=O)Cc2nc(-c3ccccc3)sc2-c2ccc(C)cc2)c1	-5	-0.1%
CC(C)OC(=O)c1ccc(N2C(=O)C3CC=CCC3C2=O)cc1 (stereo not given)	nt	-0.7%
CCC(C)NS(=O)(=O)c1ccc(OCC(=O)NCc2ccc(OC)cc2)cc1 (stereo not given)	-9	2.8%
Cc1cc2ncn(C3CC(=O)N(Cc4ccccc4)C3=O)c2cc1C (stereo not given)	nt	0.0%

Next part, overlapping the part above by six compounds.
SMILES	Mtb RmlCD inh	M. tuberculosis GlmU
O=C1N=C(N2CCc3ccccc3C2)S/C1=C\c1ccc(O)cc1	50	5.4%
CC1=CC(C)(C)N2C(=O)C3(C(C#N)=C(N)OC4=C3C(=O)CC(C)(C)C4)c3c(C)c(C)cc1c32 (stereo not given)	9	-0.1%
CC(=O)Nc1cccc(NC(=O)Cc2nc(-c3ccccc3)sc2-c2ccc(C)cc2)c1	-5	-0.1%
CC(C)OC(=O)c1ccc(N2C(=O)C3CC=CCC3C2=O)cc1 (stereo not given)	nt	-0.7%
CCC(C)NS(=O)(=O)c1ccc(OCC(=O)NCc2ccc(OC)cc2)cc1 (stereo not given)	-9	2.8%
Cc1cc2ncn(C3CC(=O)N(Cc4ccccc4)C3=O)c2cc1C (stereo not given)	nt	0.0%
O=C(Nc1ccc(N2CCOCC2)c(Cl)c1)c1cccc(F)c1	nt	-5.6%
O=c1ccnc(Nc2ccc3c(c2)OCCO3)[nH]1	nt	-3.0%
CN1CCN(C(=S)c2ccc(-c3cccc([N+](=O)[O-])c3)o2)CC1	nt	1.5%
CCN(C(C)=O)N(CC)c1nc(Cl)nc(NC(C)C)n1	-8	2.2%
NC1=NC(=O)/C(=C\c2cccnc2)S1	6	-5.8%
COc1ccc(CNC(=O)C2CCCN(S(=O)(=O)c3cc(C)ccc3OC)C2)cc1 (stereo not given)	9	2.9%
COc1ccc(Cc2nnc(NC(=O)CSc3ccc(C)cc3)s2)cc1	-11	3.4%
CCC(=O)Nc1cc(NC(=O)CSc2ncc(-c3ccc(F)cc3)n2Cc2ccco2)ccc1C	11	-1.2%
CN(C)CCCNc1ccc(S(N)(=O)=O)cc1[N+](=O)[O-]	32	0.7%
O=C(CCCn1c(SCc2cc(=O)n3ccccc3n2)nc2ccccc2c1=O)NCC1CCCO1 (stereo not given)	6	-1.6%
COc1ccc(C(=O)C2CCCN(C3Cc4ccccc4C3)C2)c(OC)c1 (stereo not given)	-13	-2.5%
CCN1C(=O)c2ccccc2S(=O)(=O)c2ccc(C(=O)NCc3cccnc3)cc21	8	7.0%
CCOC(=O)C1CCN(C(=O)c2ccc(OCC)c(OCC)c2)CC1	12	1.4%
O=C(c1ccco1)N1CCN(C(=O)c2snc3ccc(Cl)cc23)CC1	-8	-1.1%
N/C(CC(=O)Nc1ccc(F)cc1F)=N\OC(=O)c1cccs1	-7	0.6%
CCN(CC)c1ccc(/C=N/NC(=O)OC)c(O)c1	nt	0.8%
Cc1ccnc(NC2c3ccccc3C(=O)N2Cc2ccccc2Cl)c1 (stereo not given)	nt	0.8%
COc1ccc(NC(=O)Nc2ccc3c(c2)N(C)C(=O)CS3)cc1Cl	nt	-0.3%
C/C(=N\NC(=S)NCc1ccccc1)c1ccc(C(C)(C)C)cc1	nt	-5.2%
O=C(CSc1ncn[nH]1)NC1CCCc2ccccc21 (stereo not given)	-1	1.0%
COc1cccc(C(=O)C2CCCN(C3CCOCC3)C2)c1 (stereo not given)	-9	1.8%
Cc1ccc(NC(=O)c2sccc2C)cc1[N+](=O)[O-]	-11	0.1%
COc1ccc(N(C(=O)CCl)C(C(=O)NC2CCCCC2)c2cccnc2)cc1 (stereo not given)	-7	-12%
Cc1ccccc1CN1CCN(Cc2ccccc2)CC1	7	-3.0%
COc1ccccc1NC(=O)c1ccccc1SC	-7	2.6%

(list continues)
SMILES	Mtb RmlCD inh	M. tuberculosis GlmU
Cc1ccc(-c2nnc(CSc3nnc(C)s3)o2)cc1	-3	2.2%
COc1ccc2cc3c(N)nn(C(=O)c4ccccc4Cl)c3nc2c1	10	-1.8%
COc1ccccc1NC(=O)c1ccc(-n2cncn2)nc1	10	-3.1%
COc1ccc(C(=O)CC(c2ccccc2)C2CCCCC2=O)cc1 (stereo not given)	8	2.8%
Cc1cc(CC(=O)O)c(C)cc1CC(=O)O	nt	0.6%
O=c1[nH]c(Nc2ccccc2Cl)cc2ccccc12	nt	-0.1%
C=CCNC(=O)C(=O)NCC1CCCN1CC (stereo not given)	-6	1.1%
CNC(=S)N(C)CCc1cc2c(c(OC)c1/C=C1/C(=O)NC(=O)N(C)C1=O)OCO2	12	2.0%
C=CCn1c(C)cc(C(=O)Cn2ncc(Cl)c(Cl)c2=O)c1C	0	6.7%
O=C(NNC(=O)c1ccccc1Cl)c1ccccc1Cl	7	-1.3%
CCOC(=O)N1CCN(C(=O)COc2ccc(S(=O)(=O)Nc3ccc(OCC)cc3)cc2)CC1	9	3.5%
O=C(CSc1nnc(Cn2nnc(-c3ccccc3)n2)n1-c1ccccc1)Nc1ccccc1	7	4.3%

One compound at a time, as listed above. Order of values: Mtb RmlCD inh, M. tuberculosis GlmU
Shown for `Nc1nnc(SCC(=O)NN2C(=O)NC3(CCCCC3)C2=O)s1` = 14, -3.1%
Shown for `CC(=O)Nc1cccc(NC(=O)Cc2nc(-c3ccccc3)sc2-c2ccc(C)cc2)c1` = -5, -0.1%
Shown for `COc1cccc(C(=O)C2CCCN(C3CCOCC3)C2)c1` (stereo not given) = -9, 1.8%
Shown for `N/C(Cc1ccc(Cl)cc1Cl)=N\OC(=O)c1ccccc1F` = 12, 0.7%
Shown for `O=C(CSc1nnc(Cn2nnc(-c3ccccc3)n2)n1-c1ccccc1)Nc1ccccc1` = 7, 4.3%
